# Screens deposited in PubChem by Sanford-Burnham Center for Chemical Genomics.
# mIAP block: blocks mouse intestinal alkaline phosphatase | AID 2806 | 330,000 tested, 0.2% active | inhibition, % at 10 µM | purified mouse IAP, CDP-Star luminescence, 30 min;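 active means inhibition of at least 40% at 10 µM in the primary screen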;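 further: plate controls were DMSO with enzyme for no effect and no enzyme wells for full effect; values of inactives mirror those of a sister screen read the other way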
# mIAP activ: increases mouse intestinal alkaline phosphatase activity. muIAP, CDP-Star luminescence, 30 min; active compounds read high; 1 = vehicle-only enzyme signal, 0 = enzyme-free wells. activation factor at 10 µM. 330,000 tested, 0.24% active;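 active means activation factor of at least 2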; further: the source names both 10 and 20 µM as test concentration; values of inactives mirror those of a sister screen read the other way
#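 also added = chemiluminescent substrate CDP-Star | test system = mouse IAP enzyme | signal = chemiluminescence readout | compound = DMSO-dissolved test compounds | incubation = 30 min at room temperature | benchmarks = DMSO wells, no-enzyme wells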
# A3G deaminase: blocks human APOBEC3G single-stranded DNA deamination; 330,000 tested, 0.28% active; inhibition, % at 20 µM; recombinant A3G, ssDNA deamination FAM/TAMRA fluorescence; Q9HC16;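 active means inhibition of at least 40% at 20 µM, with no more than 30% in the related APOBEC3A deaminase screen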;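 further: plate controls were DMSO wells with A3G for no effect and wells lacking A3G enzyme for full effect; some compounds called inactive have numbers as strong as hits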
# Target sequence (Q9HC16 whole entry, looked up): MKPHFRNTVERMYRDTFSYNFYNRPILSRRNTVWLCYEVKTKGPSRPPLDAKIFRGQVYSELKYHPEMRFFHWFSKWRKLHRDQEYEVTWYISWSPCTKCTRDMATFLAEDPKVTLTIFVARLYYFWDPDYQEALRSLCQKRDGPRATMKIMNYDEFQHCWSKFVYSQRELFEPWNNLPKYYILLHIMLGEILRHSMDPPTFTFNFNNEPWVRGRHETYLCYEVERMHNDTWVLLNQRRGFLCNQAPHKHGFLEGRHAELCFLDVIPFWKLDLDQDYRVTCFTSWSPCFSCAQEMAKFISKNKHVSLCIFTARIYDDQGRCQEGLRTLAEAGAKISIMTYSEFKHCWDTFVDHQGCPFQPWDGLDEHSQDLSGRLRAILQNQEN
# A3A deaminase: human APOBEC3A DNA deaminase inhibition; P31941; recombinant A3A, FAM/TAMRA ssDNA deamination fluorescence; inhibition, % at 20 µM; 330,000 tested, 0.41% active;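 active means at least 40% inhibition at 20 µM here, with at most 30% in a related deaminase screen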;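 further: plate controls were A3A with DMSO for no effect and wells lacking A3A enzyme for full effect; some results filed as inactive read as strong as hits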
# MPTP inh: blocks calcium-induced mitochondrial swelling | isolated mouse mitochondria, Ca2+ swelling absorbance, 30 min | inhibition, % at 10 µM | 360,000 tested, 1.4% active | AID 602449;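 active means inhibition of 50% or more, scaled per plate between neutral and stimulator controls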;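 further: 0% = DMSO wells given calcium and 100% = 1 mM EGTA wells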
# beta cell repl: induces beta-cell replication in MIN6 cells | MIN6 cells proliferation, ATPlite luminescence, 48 h; cells starved in 0.2% serum; 100% = growth in 10% serum | proliferation, % at 10 µM | 330,000 tested, 0.29% active | AID 2380;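 active means compounds whose signal lies at least 3.5 SD above the mean of all wells on their plate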;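 further: 0% = DMSO-treated cells in low-serum medium and 100% = 10% serum control; some compounds called inactive have numbers as strong as hits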
# hIAP inh: human IAP inhibition. purified IAP, CDP-Star luminescence, 30 min. inhibition, % at 10 µM. 330,000 tested, 0.12% active;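 active means inhibition reaching a set limit with compound at 10 µM in the primary screen, cut at about 35% in these data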;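 further: plate controls were DMSO wells with enzyme for no effect and no-enzyme buffer wells for full effect; values of inactives mirror those of a sister screen read the other way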
# Target sequence (P09923 whole entry, looked up): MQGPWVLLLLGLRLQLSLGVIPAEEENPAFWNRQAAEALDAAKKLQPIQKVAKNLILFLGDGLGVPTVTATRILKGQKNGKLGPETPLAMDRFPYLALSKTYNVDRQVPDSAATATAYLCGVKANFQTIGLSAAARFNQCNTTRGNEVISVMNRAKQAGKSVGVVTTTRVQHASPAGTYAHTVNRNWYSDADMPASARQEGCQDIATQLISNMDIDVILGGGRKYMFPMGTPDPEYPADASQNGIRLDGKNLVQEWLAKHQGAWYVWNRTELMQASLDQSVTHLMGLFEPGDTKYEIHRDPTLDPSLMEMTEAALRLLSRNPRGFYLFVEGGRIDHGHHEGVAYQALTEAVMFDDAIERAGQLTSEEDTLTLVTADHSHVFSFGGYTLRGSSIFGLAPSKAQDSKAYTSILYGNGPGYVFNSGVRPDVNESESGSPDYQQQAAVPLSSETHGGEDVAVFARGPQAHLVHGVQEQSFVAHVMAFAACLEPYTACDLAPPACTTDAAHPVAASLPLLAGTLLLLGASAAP
# GRIN3A LBD mod: NR3A (human) ligand-binding domain modulation. NR3A LBD differential scanning fluorimetry, Tm shift; 0% = protein alone, 100% = glycine-bound protein. Tm shift relative to glycine control, % at 25 µM. 340,000 tested, 2.5% active. AID 1259313;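 active means melting temperature shift of at least 10% of the positive control shift, at one fixed dose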
# hIAP activ: human IAP activation. purified human IAP, CDP-Star luminescence, 30 min; active compounds read high; 1 = vehicle-only enzyme, 0 = enzyme-free background. 330,000 tested, 0.16% active. P09923. activation factor at 10 µM. AID 2524;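 active means activation factor of the enzyme at least 2-fold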; further: the source names both 10 and 20 µM as test concentration; values of inactives mirror those of a sister screen read the other way
# Active calls of the source: *; . = no result given.
SMILES,mIAP block,mIAP activ,A3G deaminase,A3A deaminase,MPTP inh,beta cell repl,hIAP inh,GRIN3A LBD mod,hIAP activ
CCN(CC)S(=O)(=O)c1ccc(NC(=O)C(OC)c2ccccc2)cc1 (centres undefined),-6,1.1,5,4,2.6,-1,-3,3,1
COC(=O)c1sccc1NC(=S)N1CCC(C(N)=O)CC1,-10,1.1,22,26,1.2,-3,-6,0,1.1
Cc1ccccc1-c1nc(C#N)c(NCc2ccco2)o1,3,0.97,3,-4,2.5,-3,4,5,0.96
O=C(NNC(=S)Nc1ccc(F)cc1F)c1ccco1,26,0.74,-11,-4,-0.4,1,-63,0,1.6
Cn1nc(C(=O)Nc2ccc(S(=O)(=O)N3CCOCC3)cc2)c2ccccc2c1=O,-14,1.1,-8,-3,-0.4,-3,8,-5,0.92
C/C(=N\NC(=S)NC(C)C)c1ccccc1OC(F)F,-6,1.1,-2,3,0.7,0,2,1,0.98
O=C(O)COc1c(Cl)cc(/C=C2\NC(=O)NC2=O)cc1Br,-3,1,-1,2,1.3,-2,-10,0,1.1
Cc1ccc(-c2nn(-c3ccccc3)cc2CN(Cc2ccccc2)C(=O)CCC(=O)O)o1,0,0.99,-3,-3,3.2,-2,4,-2,0.96
NC(=NCCc1c[nH]c2ccccc12)NS(=O)(=O)c1ccc2ccccc2c1,-22,1.2,-8,-2,1.5,0,1,9,0.99
O=C(Cn1c(=O)n(CC2CCCO2)c(=O)c2ccccc21)c1ccccc1 (centres undefined),-9,1.1,-3,0,0.1,0,-26,0,1.3
COc1ccc(C2=NOC(Cn3nc(-c4ccccc4)cc3C(=O)NCc3cccs3)C2)cc1 (centres undefined),-187,2.9*,-9,-2,1.8,-5,10,-5,0.9
NS(=O)(=O)c1ccc(NC(=O)Nc2cccc3ccccc23)cc1,-83,1.8,-3,-2,-0.4,0,10,-2,0.9
CCn1cnc2scc(-c3ccc(OC)cc3)c2c1=O,7,0.93,-7,-5,1.0,-3,-29,0,1.3
O=C1Nc2cc(Br)ccc2C1(O)c1ccccc1O (centres undefined),1,0.99,-4,2,-0.4,-2,3,0,0.97
CC(=O)c1ccc(-c2ccc(C(=O)NCC3CCCO3)o2)cc1 (centres undefined),-1,1,-9,-3,-2.6,2,6,1,0.94
Nc1ccc2nc(N3CCOCC3)sc2c1,-5,1.1,-18,-7,-1.2,-1,9,-1,0.91
Cc1c(NC(=O)CSc2nc(-c3ccco3)cc(C(F)(F)F)n2)c(=O)n(-c2ccccc2)n1C,0,1,24,2,-4.3,2,-11,-2,1.1
COCCCn1c2nc3ccccc3nc2c2c(=O)n(Cc3ccc(Cl)cc3)cnc21,12,0.88,-3,-3,-0.8,-2,9,-7,0.91
FC(F)(F)C1=CC(c2ccc(Cl)cc2)=NCCN1,4,0.96,-3,2,1.5,-3,5,-3,0.95
O=C(Nc1ccc2c(c1)OCO2)C1CC(=O)N(c2cccc(Cl)c2)C1 (centres undefined),2,0.98,-10,-1,-0.3,-1,19,-1,0.81
CC(=O)N1CCN(CC(O)COc2ccc(OCc3ccccc3)cc2)CC1 (centres undefined),-11,1.1,-6,-3,2.2,-1,4,-4,0.96
CCOC(=O)CSc1nc(C)cc(C)c1C#N,-2,1,-9,-3,4.6,-4,-9,-1,1.1
FCCCOc1ccc(-c2nccc(-c3ccc(Cl)cc3)n2)cc1,4,0.96,-8,-7,2.8,-4,5,-19,0.95
Cc1nc2sc(C(c3cccs3)N3CCN(c4cccc(Cl)c4)CC3)c(O)n2n1 (centres undefined),3,0.97,-5,-5,-1.3,-6,-27,-14,1.3
O=C(Nc1ccccc1O)c1ccc(Cl)cc1,-2,1,-6,-1,4.8,-1,6,-32,0.94
# Next records
SMILES,mIAP block,mIAP activ,A3G deaminase,A3A deaminase,MPTP inh,beta cell repl,hIAP inh,GRIN3A LBD mod,hIAP activ
CC1CCN(C(=O)CSc2nnc3ccc(-c4cccnc4)nn23)CC1,2,0.98,-7,0,0.8,0,18,-2,0.82
CCN(CC(=O)NC(C)C)C(=O)CCNC(=O)c1ccc(Cl)cc1,6,0.94,-5,-1,4.3,-1,23,1,0.77
CCOC(=O)Cc1csc(N/C(=N/S(=O)(=O)c2ccc(F)cc2F)c2ccccc2)n1,5,0.95,-5,-3,1.9,0,-19,-1,1.2
C[C@H](CO)N1C[C@H](C)[C@@H](CN(C)Cc2ccc(Cl)c(Cl)c2)Oc2c(NC(=O)c3ccncc3)cccc2C1=O,12,0.88,-4,1,-0.5,0,21,-2,0.79
Cc1nnc(NC(=O)C2CCCC2)s1,3,0.97,-10,-3,-0.3,-2,13,2,0.87
Cc1nn(CC(=O)N2CCN(C34CC5CC(CC(C5)C3)C4)CC2)c(C)c1[N+](=O)[O-],2,0.98,-4,-1,-1.9,0,21,-2,0.79
COc1ccc(S(=O)(=O)N(CCCN2CCCC2=O)Cc2cc3c(C)ccc(C)c3[nH]c2=O)cc1,-4,1,-4,-2,2.0,2,-20,-5,1.2
CCOC(=O)Cc1csc(NC(=O)Nc2ccccc2)n1,-18,1.2,2,4,0.2,-1,-7,3,1.1
Cc1ccc(-c2csc(N3CCN(c4cc5c(cc4Cl)nc(-c4ccncc4)n5CCOCCO)CC3)n2)cc1,10,0.9,-5,-2,1.1,-8,-8,-2,1.1
Cc1nn(CC(=O)NC2CCCCC2)c(=O)c2cccn12,-2,1,-7,-3,1.5,0,7,0,0.93
O=C(NNC(=O)C1CC1)c1cc(Cl)nc2ccccc12,10,0.9,-5,-2,-0.8,1,-2,-2,1
NS(=O)(=O)c1ccc(CCNC(=O)NC2(C(F)(F)F)Oc3ccccc3O2)cc1,8,0.92,-5,-1,0.1,-5,-2,-1,1
Cc1ccc(CN2CCNC(=O)C2CC(=O)NC2CCCCCC2)cc1 (centres undefined),3,0.97,-1,-1,1.1,2,-5,2,1.1
COc1ccc(N(C(=O)c2snc(C(N)=O)c2N)C(C(=O)NC2CCCC2)c2ccc(C)o2)c(OC)c1 (centres undefined),2,0.98,-7,-2,1.6,-1,16,-1,0.84
Cc1ccc(NC(=O)Nc2ccc3c(c2)nc(C)n3C)cc1,-2,1,-1,-2,1.8,-4,12,-6,0.88
O=C(c1ccc(Cl)cc1Cl)N1CCC(C(=O)N2CCOCC2)CC1,-8,1.1,-8,-1,0.3,1,8,1,0.92
O=[N+]([O-])c1ccc(Cc2ccncc2)cc1,2,0.97,-7,-3,-2.6,0,2,0,0.98
Cc1nc(C(=O)O)nn1-c1cc(Cl)ccc1Cl,-5,1,-3,1,0.7,-1,3,0,0.97
O=C(/C=C/c1ccccc1)NC(=S)Nc1ccc(N2CCOCC2)cc1,5,0.95,-1,-2,2.3,-1,18,1,0.82
CCC(=O)N1CCCC(C(=O)c2ccc(-c3ccccc3)cc2)C1 (centres undefined),5,0.95,-7,-1,4.2,1,-11,0,1.1
O=C(NCc1cccnc1)c1cc(-c2ccc(Cl)cc2)oc1C(F)(F)F,-3,1,-6,-2,23,-1,-8,-7,1.1
CCN1C(=O)/C(=C2/SC(C)=C(C)N2CC)SC1=S,21,0.79,-8,-6,4.2,7.5*,-4,-1,1
Cc1cc(=O)c(C(=O)O)nn1-c1ccccc1F,2,0.98,-4,0,-2.7,-3,2,-2,0.98
O=C(CCNC(=O)c1ccccc1Cl)Nc1ccc(S(=O)(=O)Nc2ncccn2)cc1,0,1,-7,2,0.9,0,6,2,0.94
Cc1ccc(C(=O)OCC(=O)NCc2ccco2)cc1S(=O)(=O)N1CCOCC1,-1,1,-8,2,0.2,-1,8,1,0.92
# Later entries
SMILES,mIAP block,mIAP activ,A3G deaminase,A3A deaminase,MPTP inh,beta cell repl,hIAP inh,GRIN3A LBD mod,hIAP activ
Cc1nc(-c2coc3cc(C)c(N=O)c(O)c3/c2=N\N)cs1,15,0.85,-6,-1,-1.0,0,12,1,0.88
CCOC(=O)[C@H](CCc1ccccc1)N[C@@H](C)C(=O)N1CCC[C@@H]1C(=O)O,-13,1.1,-4,0,0.9,-5,-5,1,1.1
CCc1nnc(NC(=O)CSc2nnc(-c3c[nH]c4ccccc34)n2CC)s1,0,1,-1,0,4.5,-2,-2,-2,1
CCN(CC)S(=O)(=O)c1ccc(S(=O)(=O)N2CCCC(C(=O)NC3CC3)C2)cc1 (centres undefined),6,0.94,-16,-7,0.6,-3,14,0,0.86
O=C(CSc1cccc2cccnc12)Nc1ccc(S(=O)(=O)N2CCOCC2)cc1,-2,1,-4,1,2.3,-5,5,2,0.95
O=C(c1cccc(Br)c1)c1coc2ccc(O)cc12,11,0.89,-9,-4,-0.4,-1,-20,-15,1.2
O=C(COC(=O)C1CCCN1C(=O)c1cccs1)c1ccccc1 (centres undefined),-5,1.1,-2,-3,-0.4,-2,-21,-2,1.2
CSc1ccccc1NC(=O)CN1c2ccccc2CC1C (centres undefined),-10,1.1,-4,-5,2.6,-3,-19,-2,1.2
COc1ccc(-c2cc3ccccc3s2)cc1[C@H]1[C@H]2C=CC[C@@H](C)[C@@H]2C(=O)N1Cc1ccccc1,0,0.99,-6,-4,-0.1,-6,-5,-4,1.1
Cn1nc(C(F)(F)F)c(C#N)c1N1CCN(c2ccccc2)CC1,0,0.99,10,-2,0.6,3,-9,0,1.1
COc1cc(C(=S)N2CCC(C(N)=O)CC2)ccc1O,3,0.97,11,-1,-2.9,-1,23,1,0.77
CC(C)[C@H](NC(=O)N1c2ccccc2NC(=O)[C@@H]1C(C)C)C(=O)N[C@@H](Cc1c[nH]c2ccccc12)C(=O)O,17,0.83,-1,11,-0.5,-2,7,-1,0.93
O=C(NCCN1CCOCC1)c1cc(Cl)ccc1[N+](=O)[O-],-17,1.2,-10,-5,.,-2,1,.,0.99
COc1ccc(C(=O)CSc2n[nH]c(C)n2)cc1[N+](=O)[O-],-3,1,-6,-1,-0.9,-1,5,4,0.95
C/C(=N\NC(=O)CSc1nc(C)cc(C)n1)c1ccc2c(c1)OCCO2,0,1,-5,-2,-0.4,-1,-14,-1,1.1
COc1ccc(N(CC(=O)Nc2ccc(C(C)C)cc2)S(=O)(=O)c2c(C)noc2C)cc1,-26,1.3,-4,1,1.5,-4,0,1,1
O=C(Nc1c2c(nn1-c1ccccc1)CS(=O)(=O)C2)c1ccccc1Br,-1,1,-12,-5,-1.3,5,-9,4,1.1
CCOC(=O)C1=C(C)NC(C)=C(C(=O)OCC)C1c1ccc(O)cc1,-5,1.1,-5,-3,-0.6,-2,1,-2,0.99
CCC(=O)NNc1nc2c(C)cccc2s1,10,0.9,-5,-2,-2.2,0,-62,0,1.6
C/C(=N\NC(=O)c1cccs1)c1ccc2c(c1)OCO2,0,1,1,10,-1.4,-1,7,0,0.93
CCCS(=O)(=O)N1CCC(C(=O)NCCCOCC)CC1,-2,1,-7,-2,1.4,2,1,-1,0.99
Cc1ccc2nc(C3CCN(CC(=O)Nc4ccc5c(c4)OCCO5)CC3)[nH]c2c1,-10,1.1,-7,-4,-3.3,-2,11,1,0.89
Cc1c(N2CCCC2)cc2c(c1NC(=O)c1ccccc1Cl)C(C)(C)CC2(C)C,0,1,-8,-2,1.9,-5,-16,5,1.2
COc1ccc(-c2nc(C)c(C(C)=O)n2O)cc1[N+](=O)[O-],5,0.95,7,10,-2.3,-4,6,-2,0.94

# Not a hit list, and some 5% of all compounds hit somewhere here.
